Screening results from PubChem BioAssay.
Arr AP2 block: inhibitors of beta-arrestin/AP2 binding, primary screen, biochemical, GPCR trafficking, flow cytometry. beta-arrestin 1 C-terminal peptide binding to AP2 beta2-adaptin appendage (human). FITC-arrestin peptide / GST-AP2 beads; AP2 beta2 appendage carries R879A mutation. inhibition, % at 10 µM. hit rate 0.31% among 340,000;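 active = inhibition above a set limit, near 3 SD of compounds lacking own fluorescence, cut at about 54% in these data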;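 note: plate controls were DMSO wells for no effect and 5 µM unlabelled arrestin peptide for full effect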
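Assay system: GST-AP2 R879A bound to glutathione beads, E. coli-expressed; Medium: PBS with 0.05% Tween 20 and 0.1% BSA; Also added: fluorescein-tagged arrestin peptide at 50 nM final; Timing: 12 min plus 1 h, RT; Measured by: flow cytometry, FL1 (488/535 nm); Evaluation: percent drop in bead-associated FITC signal.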
CAL PDZ FP-1: untagged CAL PDZ binding inhibitors, primary screen, biochemical, fluorescence polarization, HTS | AID 602252, 2012 | inhibition, % at 24.9 µM | hit rate 0.92% among 300,000 | purified CAL PDZ, TMR-peptide fluorescence polarization, 1 h;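 active = mean inhibition of at least 30% with at least half of replicates also reaching 30%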;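 note: 0% = DMSO neutral control and 100% = excess unlabeled competitor peptide PRC23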
V-ATPase pH: regulators of yeast V-ATPase proton pumping, primary screen, pHLuorin cytosolic pH fluorescence | S. cerevisiae | response, % at 10 µM | hit rate 0.37% among 350,000 | AID 504577, 2011; in the data active = response mostly above about 7.3%, no sharp cut-off; inactive = mostly below about 5.4%; note: actives read high; inactives centre near 0; some compounds called inactive have numbers as strong as hits
C-LANA FP: inhibitors of KSHV C-LANA binding to DNA, primary screen, biochemical, fluorescence polarization, FAM-LBS DNA, MBP-C-LANA, single point. Kaposi's sarcoma herpesvirus LANA C-terminal domain (residues 932-1162) DNA binding. inhibition, % at 9 µM. hit rate 0.078% among 340,000;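 active = highest replicate inhibition at or above 60% at 9 µM, even if other replicates fall short; inactive = all replicates below 60% inhibition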;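 note: 0% = neutral control wells and 100% = 4 µM acridine orange control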
DAGLB inhibitor: DAGLB lipase inhibitors, primary screen, biochemical, fluorescence, HTS | Diacylglycerol lipase-beta (Homo sapiens), Q8NCG7 | AID 504411, 2011 | hit rate 0.059% among 340,000 | HEK293T DAGLB membrane lysate, EnzChek fluorogenic substrate | inhibition, % at 5.17 µM; in the data active = inhibition above about 34%;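 note: 0% = enzyme with vehicle and 100% = wells lacking enzyme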
NSD2 HMT inh: NSD2 histone methyltransferase inhibitors, primary screen, biochemical, AlphaScreen, single concentration, set 2. Histone-lysine N-methyltransferase NSD2 (Homo sapiens), O96028. NSD2 peptide methylation, 120 min. inhibition, % at 12.5 µM. hit rate 0.54% among 310,000. AID 743445, 2014; in the data active = inhibition above about 50%
Target sequence (O96028 whole entry, looked up): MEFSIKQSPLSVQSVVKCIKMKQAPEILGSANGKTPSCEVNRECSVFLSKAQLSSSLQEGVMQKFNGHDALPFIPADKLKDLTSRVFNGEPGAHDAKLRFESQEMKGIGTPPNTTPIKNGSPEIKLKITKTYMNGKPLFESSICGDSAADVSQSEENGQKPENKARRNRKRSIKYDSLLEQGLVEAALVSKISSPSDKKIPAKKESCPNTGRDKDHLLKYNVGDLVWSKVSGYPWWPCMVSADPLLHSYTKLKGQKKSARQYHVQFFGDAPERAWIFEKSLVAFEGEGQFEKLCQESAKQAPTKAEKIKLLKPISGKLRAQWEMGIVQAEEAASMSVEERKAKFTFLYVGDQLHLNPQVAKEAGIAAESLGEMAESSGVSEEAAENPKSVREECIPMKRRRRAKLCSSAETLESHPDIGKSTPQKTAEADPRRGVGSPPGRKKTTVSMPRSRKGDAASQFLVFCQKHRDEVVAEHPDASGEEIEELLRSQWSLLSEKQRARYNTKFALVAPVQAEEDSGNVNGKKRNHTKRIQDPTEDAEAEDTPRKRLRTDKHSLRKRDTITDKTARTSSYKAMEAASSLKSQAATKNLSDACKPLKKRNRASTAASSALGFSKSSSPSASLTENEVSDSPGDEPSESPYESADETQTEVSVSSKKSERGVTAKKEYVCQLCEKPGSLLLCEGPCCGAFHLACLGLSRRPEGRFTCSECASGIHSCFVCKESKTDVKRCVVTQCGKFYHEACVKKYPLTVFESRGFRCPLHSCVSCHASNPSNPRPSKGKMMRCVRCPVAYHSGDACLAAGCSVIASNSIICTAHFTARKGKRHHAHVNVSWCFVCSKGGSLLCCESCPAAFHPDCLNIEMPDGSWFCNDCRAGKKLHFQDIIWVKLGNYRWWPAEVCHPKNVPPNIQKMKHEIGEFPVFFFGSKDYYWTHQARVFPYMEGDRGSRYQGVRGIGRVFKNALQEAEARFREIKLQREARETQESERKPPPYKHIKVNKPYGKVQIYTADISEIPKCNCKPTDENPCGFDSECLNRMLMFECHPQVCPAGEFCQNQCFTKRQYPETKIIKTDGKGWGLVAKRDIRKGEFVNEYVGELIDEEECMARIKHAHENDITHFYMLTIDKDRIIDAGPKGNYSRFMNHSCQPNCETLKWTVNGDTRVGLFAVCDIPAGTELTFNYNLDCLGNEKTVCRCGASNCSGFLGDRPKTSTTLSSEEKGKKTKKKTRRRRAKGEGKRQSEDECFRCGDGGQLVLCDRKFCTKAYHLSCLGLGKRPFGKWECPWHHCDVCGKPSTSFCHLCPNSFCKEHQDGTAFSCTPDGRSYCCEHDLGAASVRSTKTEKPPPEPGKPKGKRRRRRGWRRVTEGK
Keap1-Nrf2 PPI: Keap1-Nrf2 protein-protein interaction inhibitors, primary screen, biochemical, fluorescence polarization, single point. AID 504523, 2011. inhibition, % at 9.4 µM. Kelch-like ECH-associated protein 1 (Homo sapiens), Q14145. hit rate 0.15% among 340,000. Keap1 Kelch-Nrf2 peptide fluorescence polarization, 1536-well; in the data active = inhibition above about 12%;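 note: human Keap1 Kelch domain with fluorescein labeled Nrf2 9mer peptide probe; 0% = neutral control wells and 100% = peptide positive control; higher means more block of Keap1 binding to Nrf2 peptide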
CAL PDZ FP-2: CAL PDZ peptide-binding inhibitors, primary screen, biochemical, fluorescence polarization, Cer-tagged CAL PDZ, HTS; AID 504414, 2011; Golgi-associated PDZ and coiled-coil motif-containing protein (Homo sapiens), Q9HD26; hit rate 0.02% among 330,000; inhibition, % at 20 µM; purified CAL PDZ, TMR-peptide fluorescence polarization, 1 h;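 active = highest replicate inhibition of at least 40%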;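 note: plate controls were DMSO neutral control wells for no effect and unlabeled competitor peptide control wells for full effect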
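Test system: tagged CAL PDZ domain / Buffer or medium: sodium phosphate/NaCl buffer pH 7.4 with TCEP, IgG, Thesit / Reagent: TMR-labelled reporter peptide T*-PRC34 bound in PDZ groove / Compound dosing: single point, 20 µM / Schedule: 1 h incubation at room temperature before polarization reading / Technique: fluorescence polarization (mP) / Benchmarks: unlabelled peptide, DMSO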
DSG3 Ab inh: inhibitors of pemphigus antibody binding to DSG3, primary screen, biochemical, bead-based, flow cytometry, scFv-GFP | Desmoglein-3 (Homo sapiens), P32926 | DSG3-coupled beads, scFv-anti-DSG3-GFP binding; hits give low values | binding (percent of control), % at 10 µM | hit rate 0.48% among 310,000;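 active = binding more than 3 SD below its plate's average and above zero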;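 note: hits lower antibody fragment binding to DSG3; some compounds called inactive have numbers as strong as hits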
RTF Ca sens inh: cardiac RTF calcium sensitivity inhibitors, primary screen, biochemical, IANBD-TnC fluorescence, EC70 calcium. Troponin I, cardiac muscle (Homo sapiens) + Troponin T, cardiac muscle (Homo sapiens) + …. IANBD-labeled cardiac RTF, Ca2+ fluorescence. inhibition, % at 7.15 µM. hit rate 0.12% among 340,000. AID 493244, 2011;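 active = inhibition above the mean inhibition of all tested compounds plus 3 SD, cut at about 17% in these data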;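 note: assay run at fixed EC70 calcium of 1.6 mM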
* = called active by the depositor; nt = not tested or not shown. A portion of the library (hit frequency here may not be typical).

Arr AP2 block	CAL PDZ FP-1	V-ATPase pH	C-LANA FP	DAGLB inhibitor	NSD2 HMT inh	Keap1-Nrf2 PPI	CAL PDZ FP-2	DSG3 Ab inh	RTF Ca sens inh	SMILES
8	-4	3	1.0	-2	nt	-8	-0.5	99	-2	CN(Cc1ccccc1)C(=O)c1cccc(NC(=O)Cc2ccc(NC(=O)C3CCN(C(=O)CCc4ccccc4)CC3)cc2)c1
0	-2	-3	0.2	-2	1	1	-0.9	104	-8	CN(C)/C(CN1CCN(C=O)CC1)=C1\N=C(c2ccccc2)OC1=O
-3	-6	0	-2.0	1	8	3	-1.0	101	10	Cc1cccc(N2CCN(C(=O)c3cc(S(=O)(=O)N(C)C)ccc3N3CCCC3)CC2)c1C
6	nt	-1	0.5	-1	3	-5	-0.7	117	-10	O=C(Nc1ccc(Cl)cc1)N1CCCN(c2ccc(C(F)(F)F)cc2[N+](=O)[O-])CC1
40	-1	-2	0.9	3	2	0	-0.2	110	4	CCC(c1ccc(O)c(O)c1)C(CC)c1ccc(O)c(O)c1 (stereo not given)
-2	-1	-1	0.3	0	-2	6	-2.1	nt	-12	COc1cc(C2C(C#N)=C(N)Oc3cc(C)oc(=O)c32)ccc1OC(=O)N1CCOCC1 (stereo not given)
-5	-2	-3	-1.1	4	0	-5	nt	nt	-16	CCCC(C(=O)NCc1ccco1)N(C(=O)CNS(=O)(=O)c1ccccc1)c1ccccc1OC (stereo not given)
3	-7	1	0.4	1	1	-3	-0.3	nt	-9	O=C(CSc1nnc(CNC(=O)c2ccco2)o1)c1ccccc1
11	25	-4	-0.1	2	-6	2	0.1	105	-8	Cc1cccc(C(=O)NC(NCc2ccco2)C(Cl)(Cl)Cl)c1 (stereo not given)
-2	-2	-1	-0.5	1	2	-6	-0.3	107	2	NC(=O)NC(CC(=O)OCC(=O)NC(=O)NCc1ccco1)c1ccc(Cl)cc1 (stereo not given)
-1	-7	1	-0.6	6	0	-2	-0.4	100	-6	O=C(c1ccc(Cn2c(=O)[nH]c3ccccc3c2=O)cc1)N1CCN(c2ccc(Cl)cc2)CC1
7	0	-5	-0.1	9	-1	0	-1.0	116	0	CCOCCOC(=O)NCCCCCCNC(=O)OCCOCC
21	nt	-2	-0.4	-4	4	-4	1.0	116	5	Cc1cc(Nc2ccccc2)n(C(=O)c2ccc(N)cc2)n1
6	-2	1	0.0	-1	12	-7	-0.6	nt	6	CC(C)(C)c1cc[n+](/C(C(=S)NC2CC2)=C(/[O-])c2ccc(Cl)s2)cc1
5	nt	-3	1.1	-2	-1	-3	-3.8	104	2	COc1ccc(N(CC(=O)Nc2cc(Cl)ccc2OC)S(=O)(=O)c2c(C)noc2C)cc1
-8	-1	3	1.1	-3	-4	-2	-3.0	92	-14	COc1ccc(OCCCC(=O)Nc2cccc([N+](=O)[O-])c2)cc1
-4	1	-1	0.3	-5	-4	-1	-2.3	nt	-9	COc1ccc2oc(C(=O)N3CCN(S(=O)(=O)c4ccc(F)cc4)CC3)c(C)c2c1
21	nt	-2	-0.9	-4	22	-1	-0.4	107	-6	COC(=O)c1ccccc1NC(=O)c1cc2n(n1)C(C(F)F)CC(C(F)F)N2 (stereo not given)
-2	nt	-3	0.2	-2	0	0	0.0	107	-2	CC(=O)Nc1nonc1-n1nnc(C(=O)NCc2ccccc2)c1C
32	-5	-3	-0.7	-8	0	1	-2.5	103	1	O=C(NNC(=O)c1cc(-c2ccccc2)nc2ccccc12)Nc1cccc(Cl)c1
1	-3	-2	-0.3	1	nt	-4	-1.6	107	-1	CCN(CC(=O)Nc1cccc(C(C)=O)c1)S(=O)(=O)c1ccc(OC)cc1
11	-1	-7	-0.4	0	10	-5	0.5	94	13	Fc1ccc(NC(=S)NCc2cccs2)cc1
-28	1	-1	-0.4	nt	1	-2	-0.5	109	nt	COc1cc(C(=S)N2CCN(C)CC2)ccc1OCC(=O)NCc1ccccc1
15	8	-1	-0.1	0	0	0	-6.8	102	-9	CCN1CCN(C(=O)c2ccc(C(F)(F)F)cc2)CC1
16	1	-5	0.0	-3	1	-1	-0.3	95	-3	CC(C)[C@H](N)c1nnc(SCC(=O)c2ccc(Cl)cc2)o1
8	-3	1	0.3	-1	-7	1	-1.5	nt	-7	COc1cc(C(=O)N2CCC(n3c(C)nc4cc(F)ccc43)CC2)cc(OC)c1OC
-4	nt	-1	1.2	-1	-1	-2	0.7	101	-2	Cc1nn(CC(C)C)c(=S)[nH]c1=O
13	-2	-3	0.3	-3	nt	-1	-2.4	111	0	Cc1cc(C)c2c(n1)nn1c(NCCCN3CCOCC3)cc(C)nc21
-2	-7	-1	-1.0	2	1	3	nt	106	-2	Cc1ccc(S(=O)(=O)NC(=O)N(CCC#N)Cc2ccccc2)cc1
-10	-6	1	-2.0	-1	-3	1	-3.4	124	1	Cc1ccc(-c2cc(C(=O)NCc3cccnc3)no2)cc1

Further compounds.
Arr AP2 block	CAL PDZ FP-1	V-ATPase pH	C-LANA FP	DAGLB inhibitor	NSD2 HMT inh	Keap1-Nrf2 PPI	CAL PDZ FP-2	DSG3 Ab inh	RTF Ca sens inh	SMILES
7	-5	-1	0.1	1	nt	2	-2.3	107	-5	CC(C)NS(=O)(=O)c1ccc(OCC(=O)Nc2ccccc2F)cc1
-5	-4	2	-1.0	2	26	-4	-4.9	92	-1	CCCN(CCC)CCCNS(=O)(=O)c1ccc2c(c1)oc(=O)n2C
-5	-5	2	0.6	0	nt	-8	-2.4	nt	-8	Cc1cccc(/C=C2\Sc3ccc(C(=O)N4CCOCC4)cc3N(C)C2=O)c1
3	2	2	0.0	-2	8	-5	0.0	nt	-1	CC(=O)OCC1OC(n2ccc3ccccc32)C(OC(C)=O)C(OC(C)=O)C1OC(C)=O (stereo not given)
-1	-3	0	0.9	-9	-1	-2	-2.4	99	-5	N#Cc1c(C(F)(F)F)cc(-c2ccccc2)nc1SCCN1CCOCC1
9	-1	3	-1.4	-3	-1	-5	-1.0	81	1	O=C(Nc1cnccn1)Nc1ccc(Cl)cc1Cl
10	nt	-1	-0.1	-3	nt	2	-0.3	108	-6	COc1ccc(C(=O)Nc2cc3c(cc2C#N)OCO3)cc1S(=O)(=O)N1CCN(C)CC1
-1	-2	4	0.7	-1	-3	-3	-0.4	nt	4	Cc1nn(-c2ccccc2)c2c1C1(C(=O)N(C)c3ccccc31)N(c1ccccc1)C(=O)N2 (stereo not given)
1	4	1	-0.4	1	-1	-4	-0.6	106	-4	C/C(CCS(=O)(=O)c1ccccc1)=N/O
0	1	-3	0.1	0	75*	0	-2.4	103	7	COc1ccc(C(=O)NCc2nnc(SCC(=O)Nc3cc(C)cc(C)c3)o2)cc1OC
nt	-1	-1	0.3	-2	2	-6	-1.4	105	2	CSc1nc2nc(C)cc(-c3ccccc3)n2n1
2	-3	2	-0.8	-2	-1	-4	-3.4	88	-12	CCc1nnc(NC(=O)c2ccc(S(=O)(=O)NCC(C)C)cc2)s1
1	-1	-2	-0.4	2	nt	-2	-3.2	100	3	CN(C)CCn1c2c(c(SCC(=O)N3CCc4ccccc43)nc1=O)CCCC2
-6	0	1	0.1	0	2	0	-3.0	95	-3	CCOC(=O)c1ccc(N=Cc2c(O)c3ccccc3oc2=O)cc1
7	-5	-3	-0.8	-1	-6	-2	-1.3	113	1	CCOC(=O)Nc1ccc2c(c1)nc1n2CCN(CCOC)C1
7	-4	-1	0.5	-29	0	-12	-0.7	104	-2	Cc1ccc2cc(CN(C(=O)c3ccco3)c3ccccc3C)c(=O)[nH]c2c1
-2	-4	7	-2.0	-1	2	-5	nt	nt	-3	CCOC(=O)c1[nH]c(=O)[nH]c1CSc1nc(C)cc(C)n1
3	-2	7	1.2	0	3	-4	-0.4	95	-7	CCc1noc(C)c1C(=O)Nc1nc(-c2ccc(Cl)cc2Cl)c(C)s1
-2	-4	1	1.3	-32	-1	2	0.3	106	-1	CCC(=O)c1ccc(Oc2ccc(C(=O)c3ccc(C)cc3)cc2[N+](=O)[O-])cc1
4	1	1	-0.2	-9	2	-1	-0.4	106	-19	CCOC(=O)C1CCN(Cc2cnc(Oc3ccc(C(C)(C)C)cc3)s2)CC1
1	nt	-2	-0.1	2	nt	-4	-0.6	102	-13	CC1CCCCC1NC(=O)C1CCCN1S(=O)(=O)c1cccc2nsnc12 (stereo not given)
nt	-6	-1	0.0	-2	nt	0	0.0	97	2	C[C@H](CO)N1C[C@H](C)[C@@H](CN(C)C(=O)Nc2ccccc2)Oc2c(NS(=O)(=O)c3cccs3)cccc2C1=O
-8	-8	2	4.6	2	-4	-1	0.2	98	4	COc1ccc(-c2[nH]c3ccccc3c2SCCN)cc1
-1	-2	5	-0.8	6	3	-10	-0.4	99	-8	Cc1cc2cc(C(c3nnnn3Cc3ccco3)N3CCCCC3)c(=O)[nH]c2cc1C (stereo not given)
-1	0	1	-2.3	-2	6	-5	-0.6	92	-8	COc1ccc(-n2c(CN3CCN(c4ccc(F)cc4)CC3)nc3ccc([N+](=O)[O-])cc3c2=O)c(OC)c1
16	-9	0	4.8	13	19	0	-4.3	100	-4	O=C1NC(=O)/C(=C/c2ccc(-c3cc(C(=O)O)ccc3Cl)o2)S1
0	-3	3	-0.9	1	1	2	-1.3	96	-3	CCOc1ccc(N2CC(C(=O)Nc3nnc(Cc4ccc(OC)c(OC)c4)s3)CC2=O)cc1 (stereo not given)
-6	-3	-1	-1.5	11	nt	-2	-1.8	96	-14	COc1cccc2cc(C(=O)CS(=O)(=O)c3ccc(C(C)(C)C)cc3)c(=O)oc12
4	-13	4	-2.6	5	9	-3	-6.2	117	7	N=c1n(CCN2CCCCC2)c2ccccc2n1CC(O)c1cccc(Br)c1 (stereo not given)
